# Luc counter = Kinase-Glo luciferase inhibition (counter-screen); Kinase-Glo luciferase, ATP luminescence, 8 min; Potency, µM (doses to about 38.3 µM), inactives show at the highest dose activity change, negative = inhibition, usual class: inhibitors; 200,000 compounds, 0.28% hits; also: % is scaled to controls: 0 for no effect and ±100 for the full control effect; nearly all actives have a fitted effect of over 60% in size
#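 Inhibition of Kinase-Glo luciferase light generation was assessed at 10 uM ATP in pH 7.2 imidazole buffer, with luminescence measured after eight minutes at ambient temperature.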
# Epigenetic reg = epigenetic control regulation, reporter derepression | murine LDR cells, GFP reporter derepression, 30 h | Potency, µM (titrated, usually from 53.9 µM), for inactives: at the top dose GFP activation, most hits filed as activators | 280,000 compounds, 0.2% hits; also: % of control where 0% means no effect; nearly all actives have a fitted effect of over 60% in size
#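 Murine LDR cells bearing a silenced CMV-driven GFP reporter were exposed to compound for 30 h at 37 C. After PBS washes, GFP-positive cells (20-120 um objects) counted by laser-scanning microplate cytometry.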
# KDM4E inh = JMJD2E (human) inhibition; B2RXH2; JMJD2E catalytic domain, FDH-coupled NADH fluorescence (FDH is formaldehyde dehydrogenase); Potency, µM (series often up to 57.1 µM), for the others: at the highest dose activity change, negative = inhibition, most hits filed as inhibitors; 230,000 compounds, 1.6% hits; active = well fitted inhibition curve with a large enough effect, not every such curve was filed as active; inconclusive = small, poorly fitted or top-dose-only effect, or another doubt; inactive = no such curve, though single readings can be large or run the other way;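 also: 0% = wells with enzyme and -100% = buffer wells without enzyme; nearly all actives have a fitted effect of over 50% in size; many of its hits are not listed in these tables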
# Target sequence (B2RXH2 1-337 limits assumed): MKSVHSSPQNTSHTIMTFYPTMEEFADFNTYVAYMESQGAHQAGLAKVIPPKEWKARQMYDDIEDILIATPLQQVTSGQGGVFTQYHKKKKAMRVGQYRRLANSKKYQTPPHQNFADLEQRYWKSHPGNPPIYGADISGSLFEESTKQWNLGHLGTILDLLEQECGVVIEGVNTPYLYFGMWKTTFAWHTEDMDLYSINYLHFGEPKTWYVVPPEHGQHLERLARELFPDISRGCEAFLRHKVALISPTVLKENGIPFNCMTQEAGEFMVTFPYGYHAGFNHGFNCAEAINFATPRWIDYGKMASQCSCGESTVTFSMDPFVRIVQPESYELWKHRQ
# RECQ1 helicase = blocks DNA unwinding by human RECQ1. P46063. RECQ1 DNA unwinding, red fluorescence kinetic read. Potency, µM (titrated, usually from 57.3 µM), inactives show at the top dose activity, negative = inhibition, actives largely listed as inhibitors. 240,000 compounds, 0.54% hits. AID 2549;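 also: plate controls were vehicle for no effect and no enzyme for full effect; nearly all actives have a fitted effect of over 30% in size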
#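 50 nM RECQ1T1 preincubated 15 min with compound in Tris pH 8.0 buffer with MgCl2, DTT, Tween-20 and 2.5 ug/ml poly(dI-dC); started with 200 nM TAMRA/BHQ-2 forked duplex and 2 mM ATP. Unwinding read as fluorescence (525/598 nm), two reads 2 h apart.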
# IMPase Li cell = membrane-permeable IMPase blocker, potentiated with lithium | CHO-M1 cells, IP1 TR-FRET (IP-One), carbachol + lithium | Potency, µM (highest dose often 59.4 µM), inactives show at the highest dose activity, negative = IMPase inhibition, actives largely listed as inhibitors | 210,000 compounds, 0.35% hits | AID 1457;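 also: IP1 builds up when IMPase is blocked and the TR-FRET signal falls; plate controls were basal vehicle for no effect and high inhibitor control for full effect; nearly all actives have a fitted effect of over 50% in size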
#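 Concentration–response in CHO-M1 cells, lithium-potentiated; 30 min at 37C. IP1 detected by competitive TR-FRET after 10 min lysis at RT. Hill-fitted AC50.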
# NPSR antagonist = blocks cAMP signaling of the human neuropeptide S receptor; Q6W5P4; CHO-NPSR cells, cAMP TR-FRET, antagonist mode; Potency, µM (series often up to 38.3 µM), for the others: at the top dose activity change, negative = inhibition, usual class: inhibitors; 220,000 compounds, 1% hits; also: % is scaled to controls: 0 for no effect and ±100 for the full control effect; nearly all actives have a fitted effect of over 50% in size; many of its hits are not listed in these tables
# Target sequence (Q6W5P4 whole entry, looked up): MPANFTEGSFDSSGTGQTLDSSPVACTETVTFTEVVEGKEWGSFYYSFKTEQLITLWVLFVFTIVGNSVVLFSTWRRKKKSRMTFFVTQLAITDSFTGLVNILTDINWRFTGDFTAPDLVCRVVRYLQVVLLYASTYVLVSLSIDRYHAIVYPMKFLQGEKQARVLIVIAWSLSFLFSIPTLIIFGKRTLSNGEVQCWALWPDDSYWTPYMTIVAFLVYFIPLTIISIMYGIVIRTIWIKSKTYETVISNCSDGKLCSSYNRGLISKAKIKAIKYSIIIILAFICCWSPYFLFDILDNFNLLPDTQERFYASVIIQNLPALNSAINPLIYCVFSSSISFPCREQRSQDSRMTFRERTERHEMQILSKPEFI
# SMN2 splice up = SMN2 splice variant enhancement; HEK293 SMN2-luciferase splicing reporter, luminescence, 30-36 h; 210,000 compounds, 2.8% hits; Potency, µM (series often up to 46.1 µM), inactives show at the highest dose activity change, positive = activation, hits mostly activators; AID 1458; also: % of control where 0% means no effect; nearly all actives have a fitted effect of over 55% in size
#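 qHTS luciferase splicing reporter: luminescence rises when SMN2 exon 7 is included in transfected HEK293 cells. Compound exposure lasted 30-36 h at 37C, with 4.5 mM final sodium butyrate as control, followed by a ONE-Glo read.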
# GoLoco inh red = RGS12 GoLoco-Gai1 interaction inhibition; P63096; Gai1:RGS12 GoLoco peptide FP, rhodamine, 10 min; Potency, µM (series often up to 61.6 µM), for inactives: at the highest dose activity, negative = inhibition, most hits filed as inhibitors; 230,000 compounds, 0.44% hits; AID 880; active = well fitted inhibition curve with a large enough effect, not every such curve was filed as active; inactive = no such curve, though single readings can be large or run the other way; also: % is scaled to controls: 0 for no effect and ±100 for the full control effect; nearly all actives have a fitted effect of over 30% in size; many of its hits are not listed in these tables
# Target sequence (P63096 whole entry, looked up): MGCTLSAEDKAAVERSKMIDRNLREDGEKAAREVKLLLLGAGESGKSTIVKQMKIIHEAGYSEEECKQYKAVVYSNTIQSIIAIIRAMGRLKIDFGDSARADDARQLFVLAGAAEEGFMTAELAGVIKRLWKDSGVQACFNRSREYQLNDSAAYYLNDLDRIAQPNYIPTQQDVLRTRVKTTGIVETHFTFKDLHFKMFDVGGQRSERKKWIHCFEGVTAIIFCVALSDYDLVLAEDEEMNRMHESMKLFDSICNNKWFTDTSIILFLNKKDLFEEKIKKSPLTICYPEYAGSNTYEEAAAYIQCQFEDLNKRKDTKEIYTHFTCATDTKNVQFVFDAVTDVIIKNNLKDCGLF
# The depositor's hits bear a star; i = inactive; ? = inconclusive; . = no result given; & = joins results of further samples; [ ] = another dose, or the depositor's remark. Unless noted, calls follow the shape of the dose curve; as a rule, active = well fitted curve in the direction sought with a large enough effect; inconclusive = small, poorly fitted or top-dose-only effect, or another doubt; inactive = no such curve, though single readings can be large; an effect the other way counts as inactive or inconclusive. Potency is read from the fitted curve at half-maximal effect. Only part of the results is shown (hit frequency here may not be typical).
structure	Luc counter	Epigenetic reg	KDM4E inh	RECQ1 helicase	IMPase Li cell	NPSR antagonist	SMN2 splice up	GoLoco inh red
Cc1[nH][nH]c(=O)c1C(c1ccc(-c2cccc(C(=O)O)c2)o1)c1c(C)[nH][nH]c1=O	-2%	-1.1%	26%	?	14%	-10%	.	-11%
COc1ccc(NC2SC(=O)N(CC(=O)O)C2=O)cc1 (stereo not given)	0%	0.0%	-11%	6%	-11%[38.3 µM]	5%[46.1 µM]	-13%	5%
Cc1cc(NCCO)nc(-n2nc(C)cc2C)n1	.	0.0%	-8%	i	.	-3%[46.1 µM]	.	.
COc1ccc(Cn2c(-c3ccco3)nc3oc4ccccc4c(=O)c3c2=O)cc1	-9%	0.0%	4%	-10%	3%[38.3 µM]	-17%[46.1 µM]	20%	5%
CCOC(=O)n1c(=O)n(Cc2cccc(C)c2)c2ccccc21	-1%	-0.4%	13%	-13%	6%	-5%	-12%	13%
CCC(C)c1ccc(NC(=O)CN(C)CC(=O)Nc2cccc(OC)c2)cc1 (stereo not given)	-1%	0.9%	?	-9%	-3%	-34%	-4%	0%
O=C(NS(=O)(=O)c1ccccc1)c1ccccc1F	1%	-0.8%	-5%	-5%	16%[38.3 µM]	-1%[46.1 µM]	3%	-3%
COc1ccc(-n2cc(-c3ccccc3)[nH]c2=S)cc1	3%	0.0%	-20%	-17%	2%	-7%[46.1 µM]	?	3%
Cc1ccc(C(=O)c2ccccc2C(=O)OCC(=O)Nc2ccc(SC(F)F)cc2)cc1	0%	1.1%	-2%	-8%	22%	-14%	-33%[inhibitor]	10%
Cc1cc(NC(=O)Nc2ccccc2)n(-c2ccccc2)n1	10%	-0.1%	3%	-8%	-11%[38.3 µM]	-13%[46.1 µM]	-28%	12%
FC(F)(F)c1cccc(NC(=S)NCc2ccc(Cl)cc2)c1	1%	1.7%	-5%	-18%	3%	?	-15%	1%
Cc1ccc(NC(=O)c2cc(-n3cnnc3)ccc2Cl)c(C)c1	-6%	-0.9%	6%	6%	1%	8%	-16%	-2%
NC(=O)CCCc1nc(-c2ccccc2Cl)no1	2%	-0.9%	-5%	2%	-24%[38.3 µM]	2%[46.1 µM]	5%	-60%
O=c1cc(-c2ccccc2)[nH]c2nc3ccccc3n12	13µM*	3.5%	?	-15%	-9%	-8%[46.1 µM]	4µM*	10%
O=C1CCC[C@@H]2CC(Nc3ccc(F)cc3F)C[C@@H]3CCN1[C@H]23 (stereo not given in full)	2%[39.9 µM]	-1.6%	.	i	12%	.	.	6%[88.7 µM]
CN(C)S(=O)(=O)c1cccc(C(=O)Nc2cc(Cl)ccc2O)c1	-3%	-0.1%	-3%	i	-1%[38.3 µM]	1%[46.1 µM]	-13%	25%
CCn1c(=O)cc(O)c2c(=O)n(C)c(=O)n(C)c21	-1%	-3.6%	-1%	-10%	1%[38.3 µM]	-4%[46.1 µM]	-11%	-4%
CCOC(=O)N1CCN(S(=O)(=O)c2ccc(F)c(C(=O)Nc3ccc(C(C)C)cc3)c2)CC1	4%	0.3%	12%	-10%	5%	-18%	-42%[inhibitor]	5%
C=CCN(c1ccccc1)S(=O)(=O)c1c(C)[nH]c(=O)[nH]c1=O	11%	-4.5%	3%	-3%	1%	11%	-33%	6%
CCCCC(=O)Nc1ccc(C(=O)Nc2nc(CC(=O)OCC)cs2)cc1	19%	1.6%	0%	i	17%[38.3 µM]	-8%[46.1 µM]	-12%	4%
C=CCOC(=O)C1=C(C)Nc2nc3ccccc3n2C1c1ccncc1 (stereo not given)	.	-0.2%	?	-5%	.	?	.	.
CN=c1scc(-c2ccc([N+](=O)[O-])cc2)n1/N=C/c1ccco1	-5%	0.4%	14%	-5%	-1%	3%	.	5%
Clc1ccccn1	.	.	.	-12%	7%	.	0%	-5%
Cn1c(CNC2CCCCC2)c(C#N)c2ccccc21	-1%	-0.3%	5%	-15%	12%[38.3 µM]	-19%[46.1 µM]	-14%	7%
COc1ccc(CCNC(=O)CN2CCC(n3nnc4cc(F)ccc43)CC2)cc1OC	-3%	-7.6%	9%	-2%	10%[38.3 µM]	-8%[46.1 µM]	1%	3%
O=C(CN1C(=O)CCSc2ccccc21)Nc1cccc(F)c1	-9%	0.2%	-7%	-1%	9%[38.3 µM]	-6%[46.1 µM]	-24%	6%
Cc1c(C(=O)Nc2cccc(S(=O)(=O)N3CCCC3)c2)oc2ccccc12	.	6.1%	3%	-2%	.	-2%	.	-4%
N#Cc1ccc(NC(=O)c2nc(-c3ccccc3)n(-c3ccccc3)n2)cc1	-5%	3.0%	?	11%	-11%[38.3 µM]	?	1%	-7%
COc1ccc(-c2nnc3n2N=C(C)CS3)cc1OC	11%	-3.5%	-5%	i	4%[38.3 µM]	-4%[46.1 µM]	1%	2%
Cc1ccc(C(=O)CCC(=O)N2CCN(C(=O)c3ccco3)CC2)cc1	1%	2.3%	3%	-13%	2%	2%	7%	2%
CCc1nnc(NC(=O)NC(C)(C)C)s1	5%	3.8%	8%	4%	10%[38.3 µM]	22%[46.1 µM]	-9%	-8%
O=c1c2ccccc2sn1-c1ccc(S(=O)(=O)N2CCCC2)cc1	-3%	-1.1%	?	-22%	1%[38.3 µM]	-10%[46.1 µM]	-7%	0.16µM*
CCCc1nnc(SCc2ccc(C(=O)OC)o2)n1N	0%	1.0%	2%	-12%	9%[38.3 µM]	13%[46.1 µM]	7%	-6%
CC1=C(C(=O)Nc2ccccc2C)C(c2ccc(C)o2)C2=C(CCCC2=O)N1 (stereo not given)	-4%	-0.1%	?	i	23%[38.3 µM]	-13%[46.1 µM]	-2%	5%
COc1ccc(C(=O)OCC(=O)c2ccc(C)c(S(=O)(=O)N3CCOCC3)c2)cc1OC	.	-2.0%	4%	-13%	.	-3%	.	1%
COc1cc2[nH]c(=O)n(CCC(=O)N3CCC(N4CCCCC4)CC3)c(=O)c2cc1OC	-4%	-1.2%	?	i	6%[38.3 µM]	5%[46.1 µM]	7%	8%
CCOC(=O)CCC(NC(=O)c1cncc(O)c1)C(=O)OCC (stereo not given)	-1%	0.0%	?	-5%	11%[38.3 µM]	-10%[46.1 µM]	-8%	6%
CN1CCN(c2oc(-c3ccc([N+](=O)[O-])cc3)nc2C#N)CC1	.	-1.1%	-7%	48%[activator]	.	-2%	.	3%
NC(=O)C1(N2CCCCC2)CCN(C2CC(=O)N(CCc3ccccc3)C2=O)CC1 (stereo not given)	0%	-0.7%	7%	10%	-7%[38.3 µM]	-23%[46.1 µM]	-19%	1%
O=C1NC2(O)C(=O)c3ccccc3C2(O)N1 (stereo not given)	9%	0.0%	2%	-8%	-3%	5%	-22%	0%
CC(C)C(=O)Nc1ccc2c(c1)nc(CCN1CCN(C)CC1)n2C	-4%	0.7%	-8%	-6%	5%[38.3 µM]	-5%[46.1 µM]	-14%	5%
Cc1ccc(CCN=c2c([N+](=O)[O-])nn(-c3ccccc3)n2O)cc1	-2%	1.9%[10.1 µM]	-1%	i	12%	-6%	4%	12%
O=C(Nc1ccccc1)N1CCc2ccccc2C1	-13%	-2.2%	0%	-8%	6%	12%[46.1 µM]	14µM*	-9%
Cc1ccc(NC(=O)CCN2CCN(CCO)CC2)cc1Br	.	-0.2%	-1%	i	-2%	-15%	.	7%
CCOC(=O)c1c(C)c(C(=O)NCc2ccccc2OC)c(C)n1C	-7%	-0.6%	1%	-3%	5%[38.3 µM]	-1%[46.1 µM]	27%	10%
COc1cccc(CNc2ccc(F)c([N+](=O)[O-])c2)c1O	1%	-1.5%	3%	7%	6%	-18%	-14%	2%
Cc1cccc(NC(=O)c2cccc(N3C(=O)C4C5CCC(C5)C4C3=O)c2)c1C (stereo not given)	-2%	-0.2%	5%	i	-9%[38.3 µM]	-8%[46.1 µM]	-6%	-9%
COc1ccc(Cn2c(CCC(=O)NCc3ccco3)nc3cccnc32)cc1	1%	-0.9%	8%	-3%	4%[38.3 µM]	-8%[46.1 µM]	11%	7%
COc1ccc(NC(=O)CSc2nc3c(cc2C#N)CN(C)CC3)cc1	1%	-0.7%	-4%	15%	-12%[38.3 µM]	?	-27%	8%
COc1ccc(-c2ccnc3c(C#N)cnn23)cc1	8%	1.1%	5%	18%	?	9%	-54%[inhibitor]	9%

# New compounds follow.
structure	Luc counter	Epigenetic reg	KDM4E inh	RECQ1 helicase	IMPase Li cell	NPSR antagonist	SMN2 splice up	GoLoco inh red
Cc1ccc(S(=O)(=O)N(C)C)cc1NC(=O)COC(=O)c1ccc2c(c1)OCO2	5%	-1.1%	-5%	-10%	0%	12%	11%	-11%
CC(Sc1ccsc1[N+](=O)[O-])C(=O)NCCc1ccc(Cl)cc1 (stereo not given)	-3%	-1.0%	-3%	i	15%[38.3 µM]	-15%[46.1 µM]	27%	-5%
CC(C(=O)NCC1CCCCC1)N(C)CC(=O)Nc1ccc(N2CCOCC2)cc1 (stereo not given)	0%	-1.1%	2%	i	-1%	-4%	-8%	-3%
CN(Cc1ccccc1)C(=O)CCS(=O)(=O)c1ccc2c(c1)n(C)c(=O)c(=O)n2C	-1%	-0.8%	?	i	9%[38.3 µM]	-11%[46.1 µM]	3%	7%
COC(=O)[C@H](Cc1ccccc1)NC(=O)O[C@@H]1C(=O)c2cc(OC)ccc2O[C@H]1c1ccc(OC)c(Br)c1	0%&1%	-0.1%&-1.8%	?	-25%	24%&5%	-13%	1%&15%	-1%&-12%
Cc1cc(NC(=O)c2cc3ccccc3oc2=O)no1	-6%	-0.9%	?	-5%	-2%[38.3 µM]	3%[46.1 µM]	-22%	0%
CCCCNC(=O)C1C2C=CC3(CN(Cc4ccc(C)cc4)C(=O)C13)O2 (stereo not given)	-4%	-1.9%	0%	-9%	-3%[38.3 µM]	-5%[46.1 µM]	8%	-3%

# Sorted by formula weight (high to low): some entries from above
structure	Luc counter	Epigenetic reg	KDM4E inh	RECQ1 helicase	IMPase Li cell	NPSR antagonist	SMN2 splice up	GoLoco inh red
Cc1ccc(S(=O)(=O)N(C)C)cc1NC(=O)COC(=O)c1ccc2c(c1)OCO2	5%	-1.1%	-5%	-10%	0%	12%	11%	-11%
CC(C(=O)NCC1CCCCC1)N(C)CC(=O)Nc1ccc(N2CCOCC2)cc1 (stereo not given)	0%	-1.1%	2%	i	-1%	-4%	-8%	-3%
Cc1cc(NC(=O)c2cc3ccccc3oc2=O)no1	-6%	-0.9%	?	-5%	-2%[38.3 µM]	3%[46.1 µM]	-22%	0%

# Screening results from PubChem.
